# BaF3 tox – parental Ba/F3 viability inhibition as JAK2V617F counter-screen. CellTiter-Glo ATP luminescence. inhibition, % at 5.6 µM. 220,000 tested, 1.1% active;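 active means inhibition above a per-campaign cutoff, the mean inhibition of all tested compounds plus 3 SD, cut at about 27% in these data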;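 further: 0% = DMSO wells and 100% = JAK Inhibitor I control wells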
# eIF4E-4G inh – blocks eIF4E binding to eIF4G. TR-FRET eIF4E-eIF4GI(517-606) binding, 2 h. inhibition, % at 21.7 µM. 220,000 tested, 0.37% active. AID 782;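 active means inhibition above about 30%, limit read from the data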;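 further: 0% = full FRET control wells and 100% = background wells lacking eIF4GI fragment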
# PERK inh – inhibitors of human PERK kinase. CHO PERK-DD fusion, SEAP luminescence translation reporter. inhibition, % at 5.6 µM. 220,000 tested, 0.17% active;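 active means inhibition above the mean inhibition of all tested compounds plus 3 SD, set separately per screening campaign, cut at about 2.9% in these data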;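 further: PERK kinase domain activated by AP20187 dimerizer at 100 nM; 0% = DMSO with dimerizer and 100% = rapamycin at 8.4 µM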
# S1P4 ag – human S1P4 receptor agonism. O95977. S1P4-expressing cell line, agonist reporter assay. activation, % at 4.98 µM. 220,000 tested, 0.35% active; in the data active means activation above about 11%;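 further: 0% = DMSO vehicle and 100% = reference agonist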
# Mdm2 ligase inh – blocks human Mdm2 ubiquitin ligase activity | Q00987 | cell-based MDM2 ubiquitination luciferase reporter, 2 h; 0 = plate control, 100 = twice control, blank-subtracted | signal enhancement, % at 5 µM | 210,000 tested, 0.11% active | AID 1230;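 active means signal enhancement of 30% or more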;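 further: luminescence tracks abundance of the self-degrading MDM2-luciferase fusion protein; higher signal means inhibition of MDM2 E3 ligase activity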
#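 test system = mammalian cells stably expressing self-ubiquitinating, self-degrading MDM2 E3–luciferase fusion | quantity = 2000 cells/well | incubation = cell settling 4 h, compound treatment 2 h, both 37 °C | signal = luminescence with SteadyLite reagent, 15 min at room temperature | evaluation = % enhancement relative to plate controls after blank subtraction | benchmarks = plate controls and plate blanks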
# NPY2 pot ag – human NPY-Y2 potentiation or agonism, primary screen. P49146. cells expressing NPY-Y2, potentiator/agonist read-out. activation, % at 3.6 µM. 220,000 tested, 0.45% active. AID 1359; in the data active means activation above about 27%;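 further: cells stimulated with NPY near EC25 plus isoproterenol at EC100; 0% = vehicle plus submaximal agonist and 100% = vehicle plus saturating agonist; some results beyond the cut were filed as inactive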
# Target sequence (P49146 whole entry, looked up): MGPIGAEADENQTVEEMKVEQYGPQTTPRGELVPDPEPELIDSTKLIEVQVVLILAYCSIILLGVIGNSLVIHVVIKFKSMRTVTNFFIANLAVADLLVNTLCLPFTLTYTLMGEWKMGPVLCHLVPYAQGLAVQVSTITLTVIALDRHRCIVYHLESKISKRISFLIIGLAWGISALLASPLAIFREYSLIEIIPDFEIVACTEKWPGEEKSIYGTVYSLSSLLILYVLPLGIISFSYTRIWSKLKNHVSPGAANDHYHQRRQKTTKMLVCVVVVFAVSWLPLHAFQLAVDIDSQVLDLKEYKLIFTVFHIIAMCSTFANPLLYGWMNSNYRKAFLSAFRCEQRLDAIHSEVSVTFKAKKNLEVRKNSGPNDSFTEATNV
# Ba/F3 V617F tox – lowers viability of Ba/F3 cells expressing EpoR and JAK2V617F. ATP luminescence. inhibition, % at 5.6 µM. 220,000 tested, 1.1% active. AID 1446;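 active means inhibition above the campaign mean plus 3 SD over all tested compounds, cut at about 24% in these data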;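 further: cytokine-independent growth of Ba/F3 cells driven by EpoR plus mutant JAK2; 0% = DMSO-treated cells and 100% = JAK inhibitor I control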
# Wee1 stabilizer – inhibitors of human Wee1 degradation; P30291; HeLa Luc-Wee1K328M stability, luciferase luminescence; 100% = proteasome inhibitor MG132 effect; reporter increase, % at 5 µM; 220,000 tested, 1.2% active;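 active means activation above the mean of all tested compounds plus 3 SD, set per screening run, cut at about 8.8% in these data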;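 further: cells exposed to compound for 20 h before luminescence read; 0% = DMSO alone and 100% = MG132 at 30 µM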
# Target sequence (P30291 whole entry K328M): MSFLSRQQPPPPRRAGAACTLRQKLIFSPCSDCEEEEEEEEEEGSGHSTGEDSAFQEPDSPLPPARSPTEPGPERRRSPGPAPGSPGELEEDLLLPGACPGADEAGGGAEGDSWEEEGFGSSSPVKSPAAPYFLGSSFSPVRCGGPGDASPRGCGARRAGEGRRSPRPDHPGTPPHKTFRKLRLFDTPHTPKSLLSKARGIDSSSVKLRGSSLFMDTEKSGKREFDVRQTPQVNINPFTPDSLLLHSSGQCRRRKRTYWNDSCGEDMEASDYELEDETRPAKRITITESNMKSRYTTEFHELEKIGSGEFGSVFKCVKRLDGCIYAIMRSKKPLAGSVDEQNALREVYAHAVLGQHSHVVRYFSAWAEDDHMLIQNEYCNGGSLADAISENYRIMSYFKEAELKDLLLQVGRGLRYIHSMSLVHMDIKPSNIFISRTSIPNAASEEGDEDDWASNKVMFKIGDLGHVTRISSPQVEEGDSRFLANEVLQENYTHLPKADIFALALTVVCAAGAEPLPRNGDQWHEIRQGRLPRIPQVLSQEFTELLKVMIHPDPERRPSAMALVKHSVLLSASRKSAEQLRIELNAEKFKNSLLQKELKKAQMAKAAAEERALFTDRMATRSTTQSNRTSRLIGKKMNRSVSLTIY
# S1P4 antag – human S1P4 receptor antagonism; O95977; S1P4-expressing cells, antagonist mode, reporter read-out; inhibition, % at 4.98 µM; 220,000 tested, 0.26% active; AID 1510; in the data active means inhibition above about 29%;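 further: 0% = wells stimulated with agonist and 100% = vehicle wells without agonist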
# An asterisk follows results filed as active; . = no result given; [ ] = remark or other dose.
SMILES,BaF3 tox,eIF4E-4G inh,PERK inh,S1P4 ag,Mdm2 ligase inh,NPY2 pot ag,Ba/F3 V617F tox,Wee1 stabilizer,S1P4 antag
CCN(CC)C(=O)Cn1c(=O)n(-c2ccccc2)c(=O)c2sccc21,8.4,0.0,1.4,0.5,8.1,-2.2,3.6,0.6,-16.8
O=C(O)CCCCn1c(SCc2ccccc2Cl)nc2ccsc2c1=O,8.8,-0.2,0.3,0.5,1.5,-8.6,5.2,2.9,1.4
COc1ccc(C(CCNCc2ccc(F)cc2)c2ccc(F)cc2)cc1 (stereo not drawn),1.0,17.5,-1.0,2.7,-8.1,-4.9,-2.2,-1.4,-4.1
COC(=O)c1sc(NC(=O)/C=C/c2ccc(C)cc2)nc1C,4.6,-5.7,0.0,0.0,-3.0,7.8,0.2,-2.4,-13.6
c1ccc(C2NCCc3ccccc32)cc1 (stereo not drawn),-0.3,0.6,0.7,2.0,3.2,-0.7,2.2,-1.4,-12.5
O=C(c1ccc(Br)cc1)N(Cc1nc2ccccc2c(=O)[nH]1)C1CCCC1,9.4,1.0,-1.7,4.3,-14.5,1.7,1.6,0.5,-10.4
O=C(Cc1ccc(Br)cc1)OCC(=O)N1CCc2ccccc2C1,3.0,0.5,0.2,0.8,-14.7,-11.2,-1.4,-2.5,-8.2
O=C(CSc1ccccn1)Nc1ccc(F)c([N+](=O)[O-])c1,8.0,10.4,0.6,-1.1,5.4,-5.6,2.3,1.8,-12.3
CCOC(=O)c1ccccc1-c1csc(NS(=O)(=O)c2ccc(Cl)cc2)n1,1.2,1.3,0.2,-4.5,-32.6,-17.0,3.0,-2.0,2.5
CCC(NC(=S)Nc1ccccc1)C(=O)O (stereo not drawn),5.1,-3.9,0.3,1.9,-7.5,-10.5,-0.8,1.2,-24.0
CC1(C)OC(c2ccccc2)=C/C(=C/C=Nc2ccccc2)O1,-3.9,6.3,0.4,1.9,3.4,5.5,-0.2,-2.0,8.0
N#CCSc1nnc(COc2ccc3ccccc3c2)o1,2.8,9.7,0.6,0.1,-7.5,17.6,-2.1,-1.9,-8.3
COCC(=O)NNS(=O)(=O)c1ccccc1[N+](=O)[O-],9.4,-16.2,0.6,0.3,-5.5,-9.6,1.7,4.0,-19.1
N#Cc1cnc(SCC(=O)c2ccccc2)nc1N,5.9,-6.0[fluorescence artefact?],0.2,0.4,-15.4,-16.2,3.4,1.2,-35.2
COc1cccc(-c2nc(-c3ccccc3)[nH]c(=O)c2C#N)c1,7.8,-9.7,1.4,2.8,4.9,4.9,1.9,-2.8,-5.4
CC(=O)c1nn(-c2ccccc2)cc1C(=O)c1ccc(Br)cc1,5.2,0.9,0.4,1.3,2.3,-0.6,0.4,-0.8,-5.8
CN1/C(=C/C(=S)NC(=O)C2CCC2)C(C)(C)c2ccccc21,29.8*,-0.5,0.1,1.5,8.1,-7.6,6.4,-2.6,-6.5
COC(=O)C1=C(C)N(c2ccc(Br)cc2)C(=O)/C1=C\c1ccco1,3.5,-0.4[fluorescence artefact?],-0.6,-0.4,-15.8,3.6,4.7,-0.8,-6.2
COc1ccc(-c2cn[nH]c2N)c(OC)c1,4.2,1.6,0.2,0.0,-1.9,4.7,1.8,-0.6,-20.7
COc1cccc2sc(Nc3nc4ccc(NC(C)=O)cc4s3)nc12,4.2,6.2[fluorescence artefact?],-1.2,3.9,-17.4,11.2,6.4,-1.0,-32.4
COc1cc(/C=C2\SC(=S)N(NS(=O)(=O)c3ccc(C)cc3)C2=O)ccc1O,-3.5,-1.0,1.2,-1.0,-14.7,-11.1,-2.8,1.8,-19.1
CCOc1ccc(NC(=S)Nc2cc(C)[nH]n2)cc1,1.9,-0.6,0.9,-0.2,.,18.5,-2.9,3.4,1.8
CC1=C(C(N)=O)C(c2cccs2)n2nc(-c3cccc(Cl)c3)nc2N1 (stereo not drawn),0.1,4.1,0.5,1.1,-19.9,-1.4,-1.3,1.3,-8.3
CN(C(=O)c1ccncc1)c1nnc(-c2ccccn2)s1,2.2,-2.3,0.0,0.0,-8.1,-5.3,3.5,8.2,-1.8
CCN(C(=O)c1sc(N)c(C#N)c1C)C1CCCCC1,8.2,-4.3,-0.1,-2.4,-11.1,-7.3,1.8,-0.4,0.0

# Filtered by structure: those above containing a cyano group (4)
SMILES,BaF3 tox,eIF4E-4G inh,PERK inh,S1P4 ag,Mdm2 ligase inh,NPY2 pot ag,Ba/F3 V617F tox,Wee1 stabilizer,S1P4 antag
N#CCSc1nnc(COc2ccc3ccccc3c2)o1,2.8,9.7,0.6,0.1,-7.5,17.6,-2.1,-1.9,-8.3
N#Cc1cnc(SCC(=O)c2ccccc2)nc1N,5.9,-6.0[fluorescence artefact?],0.2,0.4,-15.4,-16.2,3.4,1.2,-35.2
COc1cccc(-c2nc(-c3ccccc3)[nH]c(=O)c2C#N)c1,7.8,-9.7,1.4,2.8,4.9,4.9,1.9,-2.8,-5.4
CCN(C(=O)c1sc(N)c(C#N)c1C)C1CCCCC1,8.2,-4.3,-0.1,-2.4,-11.1,-7.3,1.8,-0.4,0.0

# Continuation:
SMILES,BaF3 tox,eIF4E-4G inh,PERK inh,S1P4 ag,Mdm2 ligase inh,NPY2 pot ag,Ba/F3 V617F tox,Wee1 stabilizer,S1P4 antag
Cc1cnc(C(=O)OCC(=O)NCCc2ccccc2)cn1,1.0,2.7[fluorescence artefact?],1.3,1.1,-1.5,5.2,-1.0,0.6,12.8
O=C(CNC(=O)c1ccccc1)NCCO,4.3,-1.0,0.9,0.1,-14.2,-0.3,3.0,-3.4,-4.4
Cn1c(=O)[nH]c(=O)c2c1nc(NCc1ccccc1)n2CC(O)c1ccccc1 (stereo not drawn),-0.6,-0.5[fluorescence artefact?],-0.8,0.0,3.6,-9.0,-0.4,-3.2,-16.5
COC(=O)CNC(=O)COC(=O)C(Cc1ccccc1)NC(=O)c1ccco1 (stereo not drawn),-3.8,2.6,1.0,-0.9,-8.0,1.3,-8.2,0.3,-2.4
O=C(NC1CCCC1)C(c1cccs1)N(C(=O)c1ccco1)c1ccc2c(c1)OCCO2 (stereo not drawn),-1.3,-2.4,-0.3,-1.0,-7.6,5.3,-4.1,-2.9,-6.7
CCCSc1cc(=O)n(-c2ccccc2)nc1C(=O)OCC,4.1,1.8,-1.2,-1.9,-1.4,6.9,1.2,-0.1,2.3
COc1ccc(NC(=O)CSc2ccc3nnc(-c4cccnc4)n3n2)c(OC)c1,5.4,0.0,0.4,-0.6,-11.5,6.8,2.6,3.4,2.6
COc1ccc(Cn2c(=O)[nH]c3cc(C(=O)NCc4ccc5c(c4)OCO5)ccc3c2=O)cc1,3.9,6.4,1.5,1.3,-8.6,10.8,-3.7,-1.8,10.9
CC(C)N1CCN(Cc2nc3ccccc3s2)CC1CCO (stereo not drawn),1.6,-0.1,0.1,3.4,-2.7,8.4,-1.9,-0.6,-4.2
Cc1ccc(-c2nc(N)n(C(=O)c3ccco3)n2)cc1,1.3,-2.0,0.6,0.8,-7.9,-8.4,-2.3,-0.4,-9.3
N#CCCN(C(=O)COC(=O)c1ccc(S(=O)(=O)Nc2ccccc2)cc1)c1ccccc1,1.5,9.3,0.2,1.1,-3.3,2.1,-4.2,0.8,-24.7
Cc1cccc(N2CCN(C(=O)CCc3nc4ccccc4[nH]3)CC2C)c1 (stereo not drawn),3.7,3.6,-0.4,-0.7,-14.0,-13.9,-3.6,-3.6,-18.0
COc1ccc(C)cc1NC(=O)C1CCC(CNc2c(N3CCOCC3)c(=O)c2=O)CC1 (stereo not drawn),5.5,3.3,-0.5,-0.4,-10.3,-1.8,1.3,-0.5,-6.2
COc1cc(N2C(=O)C=CC2=O)c(OC)cc1Cl,2.5,2.9,0.9,0.4,-15.3,-20.0,32.5*,-1.5,21.4
Cc1cc2c(s1)c1cnn(Cc3ccccc3F)c(=O)c1n2C,7.1,2.1,0.2,1.7,-8.4,-1.1,2.2,1.9,5.0
Cc1ccc(S(=O)(=O)CC(=O)NC2CC2)cc1,8.0,10.3,0.0,0.4,-14.9,0.8,0.8,1.1,-4.1
Cc1cc(N/N=C/c2ccccc2)nc(NCc2ccccc2)n1,7.4,5.1,-0.3,-1.0,-15.9,-20.4,-1.3,2.0,6.7
Cc1ccc(C(=O)COC(=O)CNC(=O)COc2ccccc2C)cc1C,-4.2,2.1,1.0,-1.3,2.0,-9.2,-3.1,3.4,-7.7
CCN1CCN(C(=S)c2ccc(-c3ccccc3)cc2)CC1,2.2,0.3,-0.6,-0.3,-0.3,-1.0,2.0,-0.6,5.6
COCCCNC(=O)c1cc(S(=O)(=O)N2CCOCC2)ccc1SCc1cccc(OC)c1OC,4.7,3.0,0.1,0.2,-4.9,-27.0,0.8,0.4,7.2
Nc1n[nH]c(C2CC2)c1N=Nc1ccc(Cl)c(Cl)c1,0.0,-3.7,1.9,1.8,-2.8,16.4,-0.8,1.0,6.1
O=S(=O)(NC1=NCCCCC1)c1cccs1,4.8,8.7,0.3,0.7,13.6,0.6,-3.6,2.1,10.2
CCOC(=O)CNc1nc(Cl)c(C#N)s1,-2.9,4.0,1.9,-2.9,-16.7,2.3,-2.1,-1.3,1.6
CCOc1ccccc1NC(=O)NC1(C(=O)N2CCN3CCCC3C2)CCCCC1 (stereo not drawn),2.6,5.6,-0.4,1.3,-15.6,-7.3,0.5,-0.7,-4.8
CCCCn1c(N)c(Sc2ccc(C)cc2)c(=O)[nH]c1=O,3.1,-2.1[fluorescence artefact?],0.3,0.6,-17.2,1.3,-1.8,3.7,-3.1
# Remaining list, next part.
SMILES,BaF3 tox,eIF4E-4G inh,PERK inh,S1P4 ag,Mdm2 ligase inh,NPY2 pot ag,Ba/F3 V617F tox,Wee1 stabilizer,S1P4 antag
CCN(CC)C(=O)C(=O)Nc1ccc(OC)c(Cl)c1,3.4,-0.1,0.8,0.5,-5.2,-5.5,-3.8,1.8,6.5
CC(=O)Nc1ccc(NC(=O)c2cccc3c2-c2ccccc2C3=O)cc1,-0.5,0.2,0.5,0.2,-2.0,14.8,-5.8,-2.1,-19.9
O=S(=O)(CCc1nc2ccccc2s1)c1ccc2ccccc2c1,-1.3,4.8,0.3,3.7,-19.8,-36.0,-4.9,0.4,0.4
CCOc1ccccc1NC(=O)Nc1cc(S(=O)(=O)N(C)C)ccc1C,-0.5,-3.9,-2.2,-1.9,3.8,3.4,-1.2,-0.9,7.7
COc1ccc(C(=O)Nc2ccccc2C(=O)N/N=C/c2ccncc2)cc1OC,9.9,4.9,0.2,0.0,-75.8,-11.7,13.8,-3.0,-6.8
Cc1cc(F)ccc1S(=O)(=O)Nc1ccccc1C(=O)Nc1ccccc1N1CCOCC1,1.4,1.1,-0.4,0.1,-9.5,-8.4,0.6,-1.9,-10.5
O=C(NC(=S)NCc1cccnc1)c1cc2ccccc2o1,6.2,1.9,-0.1,0.1,7.8,6.5,-1.9,0.3,-13.3
CC(=O)N(C)c1ccc(OCC(O)Cn2c(C)nc3ccccc32)cc1 (stereo not drawn),42.3*,-3.9,0.0,0.8,-6.2,-0.8,29.4*,-2.5,-36.2
COc1ccc(C(c2nnnn2Cc2cccs2)N2CCC(C(N)=O)CC2)c(OC)c1 (stereo not drawn),2.0,7.6[fluorescence artefact?],-0.4,-0.8,-16.4,4.9,3.0,-0.5,1.0
COC(=O)c1sc(-c2ccc(C(C)(C)C)cc2)cc1NC(=O)CCC(=O)O,0.9,6.8,-0.6,1.5,-11.7,35.3,0.9,0.8,11.1
COc1ccc2[nH]c(C)c(CCN3C(=O)C4C5C=CC(C5)C4C3=O)c2c1 (stereo not drawn),3.3,2.8,-1.0,2.5,-25.9,1.6,-0.1,-1.5,-9.9

# From PubChem
